# Assay outcomes from PubChem BioAssay.
# B2AR arrestin = agonists driving beta-arrestin recruitment to human beta2-adrenergic receptor. P07550. Potency, µM (titrated, usually from 46.1 µM), for inactives: top-dose activation, most hits filed as activators. beta-arrestin recruitment to beta2AR, cell-based reporter. AID 492947. 330,000 tested, 0.02% active;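 further: potency means the concentration at half of the fitted maximal effect; 0% = DMSO controls and full agonism = EC100 isoproterenol or metaproterenol; nearly all actives have a fitted effect of over 65% in size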
# AT treatment = potential ataxia-telangiectasia treatments restoring KAP-1 phosphorylation; […] A-T fibroblasts, KAP-1 phosphorylation AlphaLISA; neocarzinostatin DNA damage 30 min before lysis; Potency, µM (series often up to 57.5 µM), for the others: at the top dose activation, actives largely listed as activators; 320,000 tested, 0.19% active; further: potency means the concentration at half of the fitted maximal effect; % of control where 0% means no effect; nearly all actives have a fitted effect of over 45% in size
#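 hTERT-immortalized A-T patient fibroblasts ([…]), 500 cells/well in OPTI-MEM, 1% FBS, got compounds for 60 min, then NCS for 30 min at 37C. Lysates were then assayed for phospho-KAP-1 by AlphaLISA (anti-pKAP1 donor, anti-KAP1 acceptor beads), 6 hr at 25C.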
# Integrin act MD = integrin-mediated muscular dystrophy alleviation activation. alpha7betagal myoblasts, beta-gal FDG fluorescence, 48 h. Potency, µM (doses to about 38.3 µM), without a hit: at the highest dose activation, most hits filed as activators. 350,000 tested, 0.064% active;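 further: potency means the concentration at half of the fitted maximal effect; 100% = response of the positive control SU9516; nearly all actives have a fitted effect of over 60% in size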
#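 Alpha7betagal+/- myoblasts (passage 13) were plated 16-24 hr, then exposed to compounds (1:260 dilution of DMSO stock) for 48 hours at 37C. After MPER lysis, β-galactosidase reporter activity was read as FDG fluorescence (ex 480/em 540) after 30 minutes.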
# MLL CXXC-DNA inh = MLL CXXC-DNA interaction inhibition; MLL-CXXC / FITC-HOXA9 DNA fluorescence polarization; Potency, µM (doses to about 115 µM), for the others: at the highest dose activity change, negative = inhibition, actives largely listed as inhibitors; 290,000 tested, 0.037% active; active means well fitted inhibition curve with a large enough effect in the polarisation, with a control signal flat, not every such curve was filed as active; inconclusive means small, poorly fitted or top-dose-only effect, or effect the other way, or a change in a side signal; inactive means no such curve, though single readings can be large or run the other way; the % refers to the polarisation; further: potency means the concentration at half of the fitted maximal effect
#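 Fluorescence polarization: 7 uM MLL-CXXC (stock) preincubated 5 min with compounds, then 50 nM fluorescein-HOX-A9 DNA (stock) added; 30 min ambient. Buffer 50 mM Tris-HCl pH 7.5, 50 mM NaCl, 1 mM DTT, 0.05% BSA.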
# BRCA1 expr up = BRCA1 expression activation | MCF7-BRCA1-FFLuc reporter, luminescence, 48 h; response scale: scaled: vehicle 0%, 10 µM genistein 100% | 380,000 tested, 1.1% active | Potency, µM (doses to about 46.1 µM), for inactives: at the top dose activation, actives largely listed as activators; further: potency means the concentration at half of the fitted maximal effect; nearly all actives have a fitted effect of over 80% in size; some results filed as inactive show a strong effect at the top dose
#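 Luminescence from a BRCA1-driven firefly luciferase in MCF7 cells was the read-out, taken 15 min after substrate addition following 48 h compound exposure at 37 °C. Data were normalized to a 10 microM genistein control and DMSO vehicle.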
# p53 reactivator = mutant p53 re-activation in reporter cells; Potency, µM (doses to about 92.2 µM), for the others: at the highest dose activity change, positive = activation, actives largely listed as activators; H1299 p53-A138V BP100-luciferase reporter, luminescence, 24 h; 320,000 tested, 0.063% active; further: potency means the concentration at half of the fitted maximal effect; % of control where 0% means no effect; nearly all actives have a fitted effect of over 45% in size
#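 H1299 (p53-null), stable ts p53-A138V + BP100-Luc; 1000 cells/well, Opti-MEM/10% FBS; cpd 4 pt, 1:5; 24 h, 37 deg C, 5% CO2; detection reagent 10 min RT; luminescence.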
# TRPV1 ag = human TRPV1 agonism | Q8NER1 | TRPV1-expressing cells, Fluo-8 calcium influx, agonist mode | activation, % at 8.33 µM | 320,000 tested, 0.19% active | AID 540275; in the data active means activation above about 80%; inconclusive means between about 30% and that limit; further: 0% is about no effect
# Target sequence (Q8NER1 whole entry, looked up): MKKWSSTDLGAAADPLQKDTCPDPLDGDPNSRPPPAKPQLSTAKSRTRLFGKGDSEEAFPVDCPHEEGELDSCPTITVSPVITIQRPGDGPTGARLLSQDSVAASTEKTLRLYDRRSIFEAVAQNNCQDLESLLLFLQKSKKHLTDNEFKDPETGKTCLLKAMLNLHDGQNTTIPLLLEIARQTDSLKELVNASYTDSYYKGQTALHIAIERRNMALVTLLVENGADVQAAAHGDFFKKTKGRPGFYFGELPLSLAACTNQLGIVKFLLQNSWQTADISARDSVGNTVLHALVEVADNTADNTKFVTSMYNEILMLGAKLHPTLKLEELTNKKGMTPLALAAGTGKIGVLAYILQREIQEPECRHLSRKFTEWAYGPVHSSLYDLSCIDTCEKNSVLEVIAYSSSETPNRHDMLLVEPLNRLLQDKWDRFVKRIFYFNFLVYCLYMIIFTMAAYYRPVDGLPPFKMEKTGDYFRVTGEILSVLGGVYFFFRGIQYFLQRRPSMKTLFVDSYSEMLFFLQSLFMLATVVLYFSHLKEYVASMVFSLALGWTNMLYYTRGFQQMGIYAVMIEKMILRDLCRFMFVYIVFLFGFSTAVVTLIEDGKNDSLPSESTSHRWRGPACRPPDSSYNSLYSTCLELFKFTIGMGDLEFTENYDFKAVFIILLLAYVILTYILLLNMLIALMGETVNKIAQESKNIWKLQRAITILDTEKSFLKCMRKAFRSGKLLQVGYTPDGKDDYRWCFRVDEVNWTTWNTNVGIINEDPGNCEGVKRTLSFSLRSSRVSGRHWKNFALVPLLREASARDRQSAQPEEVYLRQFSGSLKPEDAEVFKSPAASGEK
#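 Cells expressing TRPV1 were dye-loaded with Fluo-8 and read kinetically: 10 s baseline, 3 min after compound (agonist portion), then 2 min after EC20 capsaicin (allosteric enhancer portion). Calcium-bound dye fluorescence at 480/520 nm.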
# ELG1 DNA repair = inhibitors of ELG1-dependent DNA repair in HEK293T cells; HEK293T ELG1-luciferase reporter, luminescence, 16 h; DNA damage induced by 5-fluorouridine; Potency, µM (top dose mostly 46.1 µM), inactives show at the highest dose activity change, negative = inhibition, hits mostly inhibitors; 330,000 tested, 2.3% active; further: potency means the concentration at half of the fitted maximal effect; on the % scale 0 is the no-effect control and ±100 the full control effect; nearly all actives have a fitted effect of over 55% in size
#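 5-Fluorouridine DNA damage + compound/DMSO, 2,000 cells/well, 16 h, 37 °C/5% CO2. ONE-Glo, 30 min RT, luminescence. Readout = decrease in reporter signal.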
# TCR act = T cell receptor activation. 330,000 tested, under 10 active. primary human leukocytes, anti-CD3, IL-2 HTRF, 48 h. Potency, µM (top dose mostly 9.22 µM), for inactives: top-dose activation of IL-2 secretion, hits mostly activators. AID 504894; further: % of control where 0% means no effect
#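 Compounds are tested in HTS on primary human leukocytes co-incubated with a-CD3 beads for 48 hr. IL-2 output is measured by time-resolved FRET.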
# TSG101-PTAP inh = blocks PTAP/TSG101 interaction to inhibit HIV-1 budding; 340,000 tested, under 10 active; Q99816; Fluorescence polarization, FITC-PTAP peptide / Tsg101 binding; Potency, µM (highest dose often 115 µM), for inactives: top-dose activity change, negative = inhibition, actives largely listed as inhibitors; active means well fitted inhibition curve with a large enough effect in the main read-out, with a control signal flat, not every such curve was filed as active; inconclusive means small, poorly fitted or top-dose-only effect, or effect the other way, or a change in a side signal; inactive means no such curve, though single readings can be large or run the other way; further: potency means the concentration at half of the fitted maximal effect; % of control where 0% means no effect
#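 Fluorescence polarization binding of Tsg101 binding domain (10 uM final) to FITC-labeled PTAP peptide (50 nM final) in HEPES pH 7.5 buffer with NaCl, Tween 20, EDTA, TCEP. Compounds added before peptide; binding 20 min at RT.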
# * marks the source's active call; other numbers are inactive results; ? = inconclusive; · = not tested or not shown; [ ] = dose if it differs, or a comment. Unless noted, the call rests on the fitted dose curve; in most records, active means well fitted curve in the direction sought with a large enough effect; inconclusive means small, poorly fitted or top-dose-only effect, or another doubt; inactive means no such curve, though single readings can be large; an effect the other way counts as inactive or inconclusive. The order is random; about 3.8% have a hit in one of these screens.
(1) C=CCN1C(=O)/C(=C\c2ccc(Oc3nc(N4CCOCC4)nc(N4CCOCC4)n3)c(OC)c2)SC1=S
(2) Cc1ccc(C(=O)CN2C(=O)NC3(CCCCC3C)C2=O)s1 (stereo unspecified)
(3) CCOC(=O)N1CCN(c2cc(C)c([N+](=O)[O-])cc2F)CC1
(4) S=C(Nc1ccccc1)NC1CCN(Cc2ccccc2)CC1
(5) CC(C)=CC(=O)N1CCCC(N2CCN(c3ccccc3C)CC2)C1 (stereo unspecified)
(6) S=C(Nc1ccccc1Oc1ccccc1)NC1CCCC1
(7) COc1cccc(C(=O)NC(=S)Nc2ccc(N3CCCC3)cc2)c1
(8) O=C(c1ccc(F)cc1F)N1CCC(N2CCC(C(=O)N3CCOCC3)CC2)CC1
(9) O=[N+]([O-])c1ccc(NC(=S)NCc2ccc(F)cc2)cc1
(10) CCCn1c(C2CCCN2c2nc(-c3cccc(Br)c3)cs2)nc2cc(Cl)c(Cl)cc21 (stereo unspecified)

assay / entry	1	2	3	4	5	6	7	8	9	10
B2AR arrestin	-0.4%	-0.6%	-0.1%	-1.0%	0.4%	5.9%	5.2%	0.3%	-0.4%	-0.4%
AT treatment	0%	-8%	0%	-6%[11.5 µM]	4%	4%	0%	4%	1%	6%
Integrin act MD	-1%	?	-16%	-10%	-5%	14%	-22%	-12%	-66%[inhibitor]	3%
MLL CXXC-DNA inh	6%	·	0%	?	-4%	18%	8%	11%	-1%	4%
BRCA1 expr up	-8%	1%	0%	-10%	-1%	-4%	28%	0%	-82%	0%
p53 reactivator	-3%	?	-3%	0%	7%	-4%	4%	-4%	-31%[inhibitor]	·
TRPV1 ag	9	-1	?	?	1	28	-7	-2	?	6
ELG1 DNA repair	?	1%	?	-15%	5%	?	-21%	8%	?	-7%
TCR act	4%	6%	2%	-10%	-3%	9%	6%	-7%	3%	-3%
TSG101-PTAP inh	-2%	1%	-3%	-1%	-3%	3%	-10%	1%	-4%	0%

(11) Cc1ccccc1NC(=S)N(Cc1ccccn1)Cc1ccccc1Cl
(12) COc1ccc(C2(C(=O)Nc3nncs3)CCCC2)cc1
(13) CC1CN(Cc2cc(=O)n3ccsc3n2)CC(C)O1 (stereo unspecified)
(14) Cc1nonc1CC(=O)N1CCCC(C(=O)c2ccc(Cl)cc2)C1 (stereo unspecified)
(15) Cc1ccc2[nH]c(=O)c(C(c3nnnn3CC3CCCO3)N3CCc4ccccc4C3)cc2c1 (stereo unspecified)
(16) CC(=O)NC1(C(F)(F)F)NC(=O)N(CCc2ccccc2)C1=O (stereo unspecified)
(17) c1nc(N2CCN(Cc3ccc4c(c3)OCO4)CC2)c2[nH]cnc2n1
(18) Cc1[nH]nc2c1C(c1ccc(F)cc1)C(C#N)=C(N)O2 (stereo unspecified)
(19) COc1ccc(C(=O)N2CCOCC2)cc1S(=O)(=O)N1CCCc2ccccc21
(20) COc1ccccc1NC(=O)COC(=O)c1ccc2c(c1)OCCO2

assay / entry	11	12	13	14	15	16	17	18	19	20
B2AR arrestin	0.6%	-0.2%	-3.5%	0.0%	0.1%	0.1%	0.0%	-0.2%	-0.3%	-0.2%
AT treatment	2%	11%	0%	3%	-3%	16%	10%	13%	5%	-1%
Integrin act MD	0%	19%	4%	11%	-52%[inhibitor]	8%	18%	-3%	21%	21%
MLL CXXC-DNA inh	5%	5%	-6%	-9%	-5%	0%	2%	-3%	-12%	·
BRCA1 expr up	0%	10%	0%	21%	-11%	-1%	0%	2%	-6%	27%
p53 reactivator	2%	-1%	-4%	12%	-1%	-3%	7%	1%	-3%	2%
TRPV1 ag	20	1	2	1	2	0	3	-2	7	12
ELG1 DNA repair	-5%	6%	14%	2%	-1%	6%	?	7%	0%	?
TCR act	-3%	0%	3%	-4%	0%	-1%	2%[46.1 µM]	6%	4%	-1%
TSG101-PTAP inh	-5%	-2%	-5%	1%	-6%	0%	0%	-3%	0%	-1%

# One compound at a time, from the list above:
# Cc1ccc2[nH]c(=O)c(C(c3nnnn3CC3CCCO3)N3CCc4ccccc4C3)cc2c1 (stereo unspecified) across the screens: B2AR arrestin: 0.1%; AT treatment: -3%; Integrin act MD: -52%[inhibitor]; MLL CXXC-DNA inh: -5%; BRCA1 expr up: -11%; p53 reactivator: -1%; TRPV1 ag: 2; ELG1 DNA repair: -1%; TCR act: 0%; TSG101-PTAP inh: -6%
# COc1ccc(C2(C(=O)Nc3nncs3)CCCC2)cc1 across the screens: B2AR arrestin: -0.2%; AT treatment: 11%; Integrin act MD: 19%; MLL CXXC-DNA inh: 5%; BRCA1 expr up: 10%; p53 reactivator: -1%; TRPV1 ag: 1; ELG1 DNA repair: 6%; TCR act: 0%; TSG101-PTAP inh: -2%

# Next section:
(21) O=C(CN1C(=O)C2CCCCC2C1=O)Nc1cc(C(F)(F)F)ccc1N1CCCC1 (stereo unspecified)
(22) CC(C)OCCCNC(=O)c1c(N)n(/N=C/c2ccccn2)c2nc3ccccc3nc12
(23) O=C(COc1c(Cl)cccc1Cl)Nc1ccccc1N1CCCC1
(24) O=C(COC(=O)c1ccc(S(=O)(=O)C(F)F)cc1)Nc1cccnc1Cl
(25) Cc1ccc(C)c(OCCn2cc(/C=C(\C#N)C(=O)NCc3ccco3)c3ccccc32)c1
(26) O=C(NCCN1CCOCC1)c1cc(Cl)ccc1[N+](=O)[O-]
(27) Cc1ccc(N2CC(C(=O)Nc3ccc(S(=O)(=O)N4CCOCC4)cc3)CC2=O)cc1Cl (stereo unspecified)
(28) COC(=O)[C@@]1(Cc2ccccc2)[C@H]2C(=O)N(C)C(=O)[C@H]2[C@H]2CN(C)C(=NCc3ccccc3)N21
(29) Nc1[nH]ncc1C(=O)Nc1cccc(C(F)(F)F)c1
(30) CCNc1nc(NCC)nc(N/N=C(\C)c2ccc(OC)cc2)n1

assay / entry	21	22	23	24	25	26	27	28	29	30
B2AR arrestin	-0.1%	0.0%	-0.4%	-0.1%	-0.5%	-0.4%	-0.1%	·	-0.6%	0.4%
AT treatment	12%	10%	11%	-9%	1%	-2%	2%	·	-1%	1%
Integrin act MD	-3%	25%	-1%	-16%	7%	·	23%	6%	14%	12%
MLL CXXC-DNA inh	·	-4%	10%	·	10%	25%	·	·	4%	13%
BRCA1 expr up	23%	-72%	-33%	-4%	-32%	·	-23%	0%	6%	-13%
p53 reactivator	-2%	3%	-10%	6%	-4%	10%	-1%	·	-9%	-3%
TRPV1 ag	-2	2	18	-3	0	-7	-2	·	17	2
ELG1 DNA repair	0%	7.3µM*	-2%	-5%	?	?	15%	·	1%	?
TCR act	0%	2%	-4%	0%	2%[46.1 µM]	13%[46.1 µM]	-2%	3%	-1%	4%
TSG101-PTAP inh	0%	-6%	-2%	-5%	-1%	·	2%	1%	0%	-3%

# Remaining list, next part
# Values run as follows: B2AR arrestin | AT treatment | Integrin act MD | MLL CXXC-DNA inh | BRCA1 expr up | p53 reactivator | TRPV1 ag | ELG1 DNA repair | TCR act | TSG101-PTAP inh
31	Cc1ccc(/C=N/NC(=O)c2cccc(S(=O)(=O)N3CCOCC3)c2)o1
 : 0.2% | -6% | -13% | -8% | 0% | 2% | -1 | 10% | 0% | 0%
32	O=C(Nc1ccccc1)c1nc[nH]c1C(=O)N1CCN(c2ccccc2)CC1
 : 0.1% | 8% | -9% | · | 9% | -11% | 10 | -27% | -1% | -1%
33	O=C(CSc1nc2ncc(Cl)cc2[nH]1)c1ccc2c(c1)OCO2
 : 0.0% | 2% | 3% | 39%[activator] | 0% | 1% | 3 | 1% | 3% | -1%
34	C=CCNC(=O)CSc1ccc(Cl)cc1
 : -0.1% | 7% | -14% | 0% | 0% | -1% | 5 | 23% | 0% | -2%
35	Cc1cccn2cc(-c3cc4ccccc4oc3=O)nc12
 : 0.5% | 5% | ? | -5% | ? | 12% | -12 | ? | 1% | -1%
36	CCc1nnc(NC(=O)c2ccc3nc(CC)c(CC)nc3c2)s1
 : -0.9% | -9% | 7% | 1% | 34% | 0% | 0 | 26% | 10% | 0%
37	COCc1ccc(C(=O)NC2CCSc3ccccc32)cc1 (stereo unspecified)
 : -0.2% | -9% | ? | 4% | 60% | 3% | 6 | ? | 8% | -1%
38	CCN(CC)S(=O)(=O)c1ccc(-c2nnc3sc4cccc(C)c4n23)cc1
 : 0.2% | 4% | 0% | -1% | -26% | -6% | ? | 23µM* | -8% | -2%
39	CCNc1nc(Oc2ccc(=O)n(C)n2)nc(N2CCOCC2)n1
 : -0.1% | -3% | 4% | -4% | -2% | -3% | 0 | ? | -4% | -3%
40	CCNC(=S)Nc1ccc(OC(F)(F)F)cc1
 : -0.9% | -3% | -5% | -5% | 37% | -2% | ? | ? | -2% | -3%
41	COc1ccc(C)cc1NC(=O)CSc1nnnn1C1CCCC1
 : -0.4% | -8% | 0% | 13% | -21% | 4% | 7 | -3% | 6% | -5%
